M1 PAM parental = counter-screen for M1 PAMs: effect in parental CHO-K1 cells. ATP EC20, Fluo-8 calcium fluorescence; 0% at ATP EC20, 100% at ATP max. activation, % at 3 µM. 0.02% of 360,000 active. AID 602247;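 active means activation above the run cutoff, the mean activation of all test compounds plus 3 SD, cut at about 40% in these data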;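 further: peak over basal fluorescence ratio in a 140 s read after ATP addition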
CHO-K1 Ca ag = counter-screen for M1 agonists: effect in parental CHO-K1 cells; Fluo-8 calcium fluorescence; scaled to maximal ATP response, vehicle zero; 0.48% of 360,000 active; activation, % at 3 µM; in the data active means activation above about 15%;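 further: untransfected CHO-K1 host cells lacking M1 receptor as counterscreen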
CHO parental Ca = counter-screen: ATP calcium response change in parental CHO cells; parental CHO-K1, ATP-induced calcium, Fluo-8 fluorescence; inhibition, % at 5.6 µM; 0.63% of 330,000 active;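 active means inhibition above that plate's mean sample inhibition plus 3 SD, cut at about 26% in these data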;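 further: 0% = ATP-challenged DMSO wells and 100% = DMSO wells without ATP; some compounds past the cut are filed as inactive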
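material = parental CHO cells | also added = ATP as calcium-mobilizing challenge | dosing = single point at 5.6 µM | detection = intracellular calcium via Fluo-8 no-wash fluorescent dye | read-out = % inhibition | benchmarks = low control ATP plus DMSO, high control DMSO only | repeats = one well per compound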
CHO-K1 Ca antag = counter-screen for M1 antagonists: effect in parental CHO-K1 cells. inhibition, % at 3 µM. ATP-induced calcium, Fluo-8 fluorescence. 0.6% of 360,000 active;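 active means inhibition above a per-plate cutoff, the plate's mean sample inhibition plus 3 SD, cut at about 24% in these data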;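 further: 0% = DMSO plus EC80 ATP and 100% = DMSO alone without ATP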
OXTR potentiate = potentiators of human oxytocin receptor. CHO-OTR cells, Fluo-8 calcium fluorescence, potentiator mode; 0% = oxytocin EC15, 100% = EC100. activation, % at 3 µM. 0.061% of 320,000 active. AID 2445;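 active means activation above that plate's cutoff, the mean activation of tested compounds plus 3 SD, cut at about 6.6% in these data, passing the limit was not always enough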;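 further: 100% uses oxytocin at 75 nM as the full agonist control; some results filed as inactive read as strong as hits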
Target sequence (P30559 whole entry, looked up): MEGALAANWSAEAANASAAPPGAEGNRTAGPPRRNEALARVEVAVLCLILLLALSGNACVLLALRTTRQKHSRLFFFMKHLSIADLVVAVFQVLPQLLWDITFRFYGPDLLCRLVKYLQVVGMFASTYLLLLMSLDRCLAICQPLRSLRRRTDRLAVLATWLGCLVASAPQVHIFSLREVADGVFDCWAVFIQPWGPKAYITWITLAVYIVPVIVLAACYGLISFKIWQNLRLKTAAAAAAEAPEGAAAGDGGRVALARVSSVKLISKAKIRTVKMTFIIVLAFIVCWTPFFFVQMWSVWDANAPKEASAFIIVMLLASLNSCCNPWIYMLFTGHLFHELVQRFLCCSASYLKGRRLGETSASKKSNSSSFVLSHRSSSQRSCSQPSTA
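Material: CHO-OTR cells, human receptor; compound dosing: single dose, 3.0 µM nominal final compound concentration; schedule: 6 min compound pre-incubation at room temperature, 100 s kinetic read; measured by: kinetic Fluo-8 calcium fluorescence; read-out basis: % activation vs EC15 and EC100 oxytocin; controls: EC15 oxytocin alone as 0%, 75 nM oxytocin as 100%; replicates: singlicate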
V1R ag counter = V1a receptor agonism, counter-screen for OXTR agonists | activation, % at 3 µM | 0.25% of 320,000 active | P37288 | CHO-V1R cells, Fluo-8 calcium fluorescence, agonist mode; 0% DMSO, 100% 3 nM vasopressin;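 active means activation above the mean activation of all tested compounds plus 3 SD, per screening run, cut at about 20% in these data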;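 further: signal is peak over basal fluorescence ratio across a 100 second FLIPR read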
TAAR1 antag = human TAAR1 antagonism; CHO RD-HGA16 TAAR1, Fluo-8 calcium fluorescence, antagonist; inhibition, % at 3 µM; 1.5% of 360,000 active;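 active means inhibition above a per-plate cutoff, the mean inhibition of test compounds on that plate plus 3 SD, cut at about 49% in these data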;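 further: 0% = DMSO plus EC80 beta-PEA response and 100% = DMSO alone without agonist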
Target sequence (Q96RJ0 whole entry, looked up): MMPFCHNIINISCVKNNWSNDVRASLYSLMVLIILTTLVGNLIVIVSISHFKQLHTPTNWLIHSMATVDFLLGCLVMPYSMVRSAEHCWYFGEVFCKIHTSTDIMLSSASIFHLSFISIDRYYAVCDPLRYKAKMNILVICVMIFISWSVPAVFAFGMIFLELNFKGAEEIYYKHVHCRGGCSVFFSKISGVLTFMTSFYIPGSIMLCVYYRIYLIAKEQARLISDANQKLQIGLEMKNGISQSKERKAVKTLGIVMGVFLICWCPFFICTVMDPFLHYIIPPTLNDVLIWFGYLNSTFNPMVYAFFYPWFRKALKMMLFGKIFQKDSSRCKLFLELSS
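System: CHO RD-HGA16 cells bearing hTAAR1. Reagent: EC80 β-phenethylamine stimulus. Schedule: seeding 17-24 h prior, 75-min 37 °C, 30-min RT dye loading. Signal: Fluo-8 intracellular calcium dye fluorescence, real-time kinetic reads. Read-out: % inhibition from peak post-agonist over basal fluorescence ratio. Benchmarks: vehicle wells and EC80 agonist wells. Replicates: n of 1.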
TAAR1 ag = agonists of human TAAR1; Q96RJ0; CHO RD-HGA16 TAAR1, Fluo-8 calcium fluorescence; vehicle wells 0%, saturating PEA agonist 100%; activation, % at 3 µM; 0.99% of 360,000 active; AID 624467;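 active means activation above the mean activation of all test compounds in the run plus 3 SD, cut at about 38% in these data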
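System: CHO-derived RD-HGA16 cells with stable Gα16 and human TAAR1. Times: 17-24 h plating, Fluo-8 75 min 37 °C, 30 min RT. Measured by: calcium-sensitive Fluo-8 signal, excitation 470-495, emission 515-575 nm. Read-out basis: % activation relative to PEA EC100 response. Control set: DMSO and PEA EC100. Repeats: no replicates (n 1).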
CHRM1 agonist = agonists of human M1 muscarinic receptor. P11229. CHO-K1 hM1, Fluo-8 calcium fluorescence, agonist mode; 0% DMSO, 100% acetylcholine EC100. activation, % at 3 µM. 0.33% of 360,000 active. AID 588814;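 active means activation above the run's mean compound activation plus 3 SD, cut at about 16% in these data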;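 further: peak over basal fluorescence ratio within a 140 s kinetic read after compound addition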
* hit, by the source's call; / = not tested or not shown. Not all compounds are listed; count on the stated rates, not on these rows.

SMILES	M1 PAM parental	CHO-K1 Ca ag	CHO parental Ca	CHO-K1 Ca antag	OXTR potentiate	V1R ag counter	TAAR1 antag	TAAR1 ag	CHRM1 agonist
C[C@H]1CN([C@@H](C)CO)C(=O)CCCn2nncc2CO[C@@H]1CN(C)C(=O)Oc1ccccc1	-4	-0.2	/	-4	/	/	-26	1	-5
C=CCn1c(O)c(C(C)=Nc2cc(OC)ccc2OC)c(=O)[nH]c1=O	7	1.3	-7	-6	-1	0.3	-2	-3	-4
CCN(CCCl)Cc1ccccc1Br	17	-0.1	-2	-7	1	1.9	-16	9	-3
CCOC(=O)c1c(NS(=O)(=O)c2ccccc2)n(CCCOC)c2nc3ccccc3nc12	-3	-0.8	-20	5	-6	0.4	-22	10	1
O=C(Nc1ccc(Cl)cc1)Nc1nccs1	-5	4.4	-7	8	-25	7.2	33	50*	2
CC(=O)c1cn(CC(=O)NCCc2c[nH]c3ccccc23)c2ccccc12	-6	11	11	2	-20	11	19	11	2
COC(=O)C1=C(N)Oc2c(c(=O)oc3ccccc23)[C@]12C(=O)N(C)c1ccccc12	15	0.8	6	-6	-13	0.1	1	4	0
CN1CCN(c2cc([N+](=O)[O-])ccc2Cl)CC1	-12	0.0	-9	1	-18	-0.2	-5	4	-10
Cc1onc(-c2ccccc2)c1C(=O)N1CCC2(CC1)OCCO2	20	0.4	-19	-8	-4	1.6	-1	2	-5
CCCCCc1nc2c(c(=O)c3ccccc3n2C)c(=O)n1C1CCCCCC1	24	21*	-15	-10	-9	0.4	85*	125*	7
CC[C@H]1CN2CCC1C[C@H]2[C@H](O)c1ccnc2ccc(OC)cc12 (stereo partly drawn)	-4	0.1	-14	8	-5	0.6	0	1	-7
COc1ccc(CC2C(=O)NC(=O)NC2=O)c(OC)c1	0	0.1	-12	1	-11	0.9	12	5	-1
CC(=O)C1=C(C)OC(N)=C(C(=O)OC(C)C)C12C(=O)Nc1ccccc12 (stereo not drawn)	21	0.7	-9	-4	-5	0.2	2	12	-3
O=C(O)C(Cc1cnc[nH]1)NS(=O)(=O)c1ccc(Br)cc1 (stereo not drawn)	-15	-0.1	-8	13	0	0.2	6	-2	-1
COc1ccc(C(Nc2ccccc2)P(=O)(Oc2ccccc2)Oc2ccccc2)cc1 (stereo not drawn)	24	0.8	-10	-8	-4	0.9	18	-1	-2
O=c1[nH]c(=S)n(C2CC2)c(O)c1C=NCCN1CCOCC1	-8	-0.1	-6	2	3	0.2	-16	4	-3
CCCC[n+]1cc(/N=C(\[O-])OC)on1	13	0.2	1	-5	-10	0.7	-4	4	-1
COc1cc(C2c3cc4c(cc3CC3COC(=O)C32)OCO4)cc(OC)c1O (stereo not drawn)	-21	-0.2	/	1	/	/	-3	2	1
COC(=O)C1=C(c2cccc(C#N)c2)C[C@@H]2CC[C@H]1N2C(=O)NC1CC1	2	-0.2	-9	3	-3	0.5	-1	3	-6
CC(=NCc1cccnc1)c1c(O)n(C2CCCCC2)c(=O)[nH]c1=O	16	0.1	-5	-5	0	-0.3	-2	4	-2
COc1ccc2c(c1)C1OCCNC1CC2 (stereo not drawn)	26	1.8	/	-11	/	/	4	7	-6
N=c1n(CCO)c2ccccc2n1Cc1ccccc1	0	-0.4	-8	11	-14	0.2	-14	6	-5
CCOC(=O)c1cnc(SCc2ccc(Cl)c(Cl)c2)nc1N1CC1	3	0.7	/	-7	/	/	3	3	-2
O=C(CN1C(=O)CN=C(c2ccccc2Cl)c2cc(Cl)ccc21)NCc1ccco1	19	0.9	-17	-15	-26	4.0	-3	7	3
COc1ccc(C2SCC(=O)Nc3c2c(=O)[nH]n3C2CCCCCC2)cc1OC (stereo not drawn)	24	4.1	-11	5	-4	-1.2	-4	7	-6

New compounds follow
SMILES	M1 PAM parental	CHO-K1 Ca ag	CHO parental Ca	CHO-K1 Ca antag	OXTR potentiate	V1R ag counter	TAAR1 antag	TAAR1 ag	CHRM1 agonist
CC1CCC(NCCc2ccc3c(c2)OCO3)CC1 (stereo not drawn)	11	2.3	-18	-25	0	0.0	7	4	-10
CCCc1[nH]nc2c1C1(C(=O)N(CC(N)=O)c3ccccc31)C(C(=O)OC)=C(N)O2 (stereo not drawn)	2	0.3	-10	0	-7	0.7	-22	4	2
COc1ccc(C(=O)OC2C[C@H]3CC[C@@H](C2)N3O)cc1OC (stereo partly drawn)	12	-1.2	-1	-6	-19	-1.3	-12	0	-10
CCCCn1nnnc1C(c1ccc(OC)cc1)N1CCC2(CC1)C(=O)NCN2c1ccccc1 (stereo not drawn)	4	0.1	/	7	/	/	-35	3	-1
C[C@]12CCC(=O)C=C1CC[C@@H]1[C@@H]2C(=O)C[C@]2(C)C(=O)CC[C@@H]12	12	0.0	-3	-8	-7	0.5	-3	0	-3
COc1cccc(NP(=O)(Oc2ccc(Cl)cc2)Oc2ccc(Cl)cc2)c1	21	0.4	-16	-11	-10	1.3	59*	6	-10
CN1C(=O)CN=C(c2ccccc2Cl)c2cc(Br)ccc21	7	0.4	-6	-1	-5	0.4	-22	0	-2
CCOC(=O)C1=C(C)OC(N)=C(C#N)C12C(=O)Nc1ccc(C)cc12 (stereo not drawn)	-1	0.3	-6	0	3	0.8	13	14	-1
CN(C)CCN(C(=O)COc1ccc(Cl)cc1)c1nc2cc3c(cc2s1)OCO3	7	-0.3	-5	6	2	0.3	-29	8	0
Cc1cc(OCC(=O)N2CCN(CC(=O)N3CCOCC3)CC2)c(C(C)C)cc1Cl	10	0.4	-11	-10	-5	-1.0	-26	4	-1
CCOC(=O)CCCCCNC(=O)c1c(O)[nH]c(=O)[nH]c1=O	14	1.2	3	2	-4	-0.3	2	12	-4
Cc1nn(Cc2ccccc2Cl)c(C)c1C(=O)OCC(=O)NC1CCS(=O)(=O)C1 (stereo not drawn)	10	0.4	8	1	-4	1.2	-17	3	-3
C#CCNc1ccncc1S(=O)(=O)NC(=O)NC(C)C	4	0.4	-9	6	-10	-0.2	11	3	-3
O=c1[nH]sc2cc(F)ccc12	9	1.6	/	-2	/	/	15	26	6
COc1ccccc1OCC#CCN1CCCC1	10	1.8	-7	2	-4	0.3	9	5	-7
O=c1[nH]c(=S)n(-c2ccccc2F)c(O)c1C=NCCN1CCNCC1	-7	0.2	-4	-8	-16	-0.1	13	1	-11
CCCCCn1c(=O)c(C(=O)NCc2ccc(Cl)cc2)c(O)c2ccccc21	5	7.4	-6	5	-2	-0.4	-4	5	6
Cc1ncc(CNC(=O)N(CCCl)N=O)c(N)n1	17	0.1	2	-13	-6	1.0	-30	2	-7
COC(=O)C1=C(c2ccc(OCc3ccccc3)cc2)C[C@@H]2CC[C@H]1N2C(=O)NCc1cccc(C(F)(F)F)c1	8	1.1	-12	-9	-6	2.9	4	14	-6
COC(=O)C1=C(c2ccc(OC)c(OC)c2)C[C@@H]2CC[C@H]1N2C(=O)N1CCCC1	11	-0.5	-15	-22	0	0.4	5	6	-2
COC(=O)[C@@H](c1ccccc1)C1CCCCN1 (stereo partly drawn)	-3	0.1	-6	-1	-8	1.3	-9	8	-14
CN1C2CCC1C(COC(=O)c1ccccc1)C(O)C2 (stereo not drawn)	-2	0.9	-10	-8	-1	0.0	-22	7	-4
O=C1NC(=O)C(=Cc2ccc(OCC(=O)N3CCOCC3)cc2)C(=O)N1	-15	0.2	-7	29*	-1	1.5	-7	3	-3
CCN(CC)P(=O)(NC(=O)c1cccn1C)N(CC)CC	2	-0.1	-5	-12	0	0.0	-21	2	-1
OC1/C(=C/c2ccccc2F)N2CCC1CC2 (stereo not drawn)	14	-0.1	9	-1	-9	0.3	11	3	-13

Later entries.
SMILES	M1 PAM parental	CHO-K1 Ca ag	CHO parental Ca	CHO-K1 Ca antag	OXTR potentiate	V1R ag counter	TAAR1 antag	TAAR1 ag	CHRM1 agonist
CN1CCN(Cc2nc3ccccc3n2C)CC1	21	0.8	-2	2	1	0.9	4	0	-6
C=CCN1C(=O)/C(=C/c2ccc(Br)s2)C(=O)NC1=S	14	0.7	-5	-4	-5	7.4	6	4	4
COCCNC(=O)N1[C@H]2CC[C@@H]1C(C(=O)OC)=C(c1ccc(-c3ccccc3)c(F)c1)C2	8	1.2	-3	-9	-7	3.6	-10	17	-12
CCCOP(=O)(OCCC)C(NC(=O)c1cc(OC)c(OC)c(OC)c1)c1ccccc1 (stereo not drawn)	-7	6.4	-23	-2	-2	0.8	34	17	-2
CNCCc1nc(N)n[nH]1	-5	0.0	7	13	-8	-0.3	12	9	-3
Cc1cc(C)c(C)c(C(O)(C(=O)O)c2ccccc2)c1C (stereo not drawn)	-4	1.1	/	-8	/	/	5	1	-1
COc1nc(NCC2CCCO2)nc(N2CC3CC(C2)c2cccc(=O)n2C3)n1 (stereo not drawn)	17	0.9	-1	-8	-4	0.3	-8	8	-4
CCOc1ccc(C(C)=O)cc1Cc1c(O)[nH]c(=S)[nH]c1=O	-4	0.4	/	4	/	/	-1	1	-2
CC(=O)N(C)CC#CCN1CCC(O)CC1	0	0.5	-9	-3	-1	-0.5	5	14	-2
O=C(C[N+]12CCC(CC1)C(CO)C2)c1ccc([N+](=O)[O-])cc1 (stereo not drawn)	5	0.5	-4	-15	-19	1.1	-4	1	-15
Cc1cc(=O)oc2cc(OCC(=O)N3C[C@H]4C[C@@H](C3)c3cccc(=O)n3C4)c(Cl)cc12	-11	-0.4	-7	0	-7	0.0	-3	0	-5
O=C(/C=C/c1ccc(Cl)cc1)NC(=S)N1C[C@H]2C[C@H](C1)c1cccc(=O)n1C2	-5	-0.1	-19	12	1	-1.3	-19	1	-15
O=C(O)CP(=O)(O)c1ccc(Cl)cc1	18	0.3	-8	-5	-4	0.8	14	9	0
COc1ccc(CCNCc2ccccc2F)cc1OC	6	0.2	-18	-3	-14	-0.7	5	2	-2
Cc1cc(N2CCNCC2)nc2ccccc12	15	0.7	-8	-13	-4	-0.2	8	2	-8
CN(C)CCc1nn[nH]n1	14	0.0	0	-10	-9	-0.4	-1	3	-3

Entries of single compounds, quoted from the list.
Shown for CCCOP(=O)(OCCC)C(NC(=O)c1cc(OC)c(OC)c(OC)c1)c1ccccc1 (stereo not drawn) → M1 PAM parental: -7; CHO-K1 Ca ag: 6.4; CHO parental Ca: -23; CHO-K1 Ca antag: -2; OXTR potentiate: -2; V1R ag counter: 0.8; TAAR1 antag: 34; TAAR1 ag: 17; CHRM1 agonist: -2
Shown for C=CCN1C(=O)/C(=C/c2ccc(Br)s2)C(=O)NC1=S → M1 PAM parental: 14; CHO-K1 Ca ag: 0.7; CHO parental Ca: -5; CHO-K1 Ca antag: -4; OXTR potentiate: -5; V1R ag counter: 7.4; TAAR1 antag: 6; TAAR1 ag: 4; CHRM1 agonist: 4

High-throughput results as filed in PubChem BioAssay.
